Compound activity: PubChem, National Center for Advancing Translational Sciences (NCATS)
Pf growth 96h: P. falciparum growth inhibition at 96 hours. P. falciparum luciferase reporter growth, 96 h. Potency, µM (series often up to 28.7 µM), inactives show top-dose activity change, negative = inhibition, hits mostly inhibitors. actives 6.9% (n = 320,000); note: potency is the fitted concentration of half-maximal effect; % is set by controls: 0 for no effect and ±100 for the full control effect
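Delayed-death screen, second-generation endpoint: infected erythrocytes, 2% hematocrit, 0.05% parasitemia final; 96 hours at 37 C, 5% CO2; luciferase detection reagent; luminescence decrease equals reduced growth.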
Tb PYK inh: T. brucei pyruvate kinase inhibition; Q57TT1; TbPYK enzyme, Kinase-Glo Plus ATP luminescence, 45 min; Potency, µM (doses to about 76.8 µM), for the others: at the top dose activity, negative = inhibition, hits mostly inhibitors; actives 0.12% (n = 410,000); AID 624173; note: potency is the fitted concentration of half-maximal effect; % is set by controls: 0 for no effect and ±100 for the full control effect; nearly all actives have a fitted effect of over 50% in size
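Quantitative HTS: titrated library compounds versus trypanosomal pyruvate kinase in TEA buffer (pH 7.2) containing KCl, MgCl2, BSA and Tween-20. Reactions were initiated with ADP, 130 uM final. Kinase-Glo Plus luminescence was read after 45 min at RT.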
Pf growth 48h: inhibits P. falciparum growth in the first generation, 48 h | P. falciparum luciferase growth in erythrocytes, 48 h | Potency, µM (series often up to 28.7 µM), without a hit: at the highest dose activity change, negative = inhibition, usual class: inhibitors | actives 5.9% (n = 310,000) | AID 504832; note: potency is the fitted concentration of half-maximal effect; % is set by controls: 0 for no effect and ±100 for the full control effect
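Parasite viability was followed by luminescence of a genomically integrated firefly luciferase. Cultures held 0.1% parasitemia at 2% hematocrit (final), incubated under 5% CO2 at 37 C.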
Shiga toxin inh: Shiga toxin inhibition; inhibition, % at 38.7 µM; Vero cells, Shiga toxin protein synthesis inhibition reporter; AID 2315; actives 9.2% (n = 290,000); in the data active = inhibition mostly above about 28%, no sharp cut-off; inactive = mostly below about 43%; note: 0% is about no effect
HCV inhibitor: HCV inhibition | AID 651820 | actives 3.4% (n = 340,000) | Potency, µM (series often up to 41.8 µM), inactives show top-dose activity change, negative = inhibition, usual class: inhibitors | Huh7.5.1 HCVcc-Cre infection, luciferase reporter, 44 h; note: potency is the fitted concentration of half-maximal effect; % is set by controls: 0 for no effect and ±100 for the full control effect
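Seed cells (1,000/well) for 4 h; treat with compound and infect with HCVcc-Cre, moi about 0.5. Incubate 44 h, then detect luciferase activity.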
CHX counter: counter-screen hit for Shiga toxin inhibitors, cycloheximide; cell reporter, cycloheximide protein synthesis inhibition counterscreen; AID 2314; max response, %; actives 12% (n = 300,000); in the data active = max response mostly above about 13%, no sharp cut-off; inactive = mostly below about 14%; note: read at 38.3 µM for the half of the compounds with a filed dose; 0% is about no effect
LmPK inhibitor: inhibitors of Leishmania mexicana pyruvate kinase; purified LmPK, Kinase-Glo ATP luminescence, 1 h; Potency, µM (doses to about 57.5 µM), inactives show at the top dose activity change, negative = inhibition, hits mostly inhibitors; AID 1721; actives 0.37% (n = 290,000); note: potency is the fitted concentration of half-maximal effect; % is set by controls: 0 for no effect and ±100 for the full control effect
Target sequence (Q27686 whole entry, looked up): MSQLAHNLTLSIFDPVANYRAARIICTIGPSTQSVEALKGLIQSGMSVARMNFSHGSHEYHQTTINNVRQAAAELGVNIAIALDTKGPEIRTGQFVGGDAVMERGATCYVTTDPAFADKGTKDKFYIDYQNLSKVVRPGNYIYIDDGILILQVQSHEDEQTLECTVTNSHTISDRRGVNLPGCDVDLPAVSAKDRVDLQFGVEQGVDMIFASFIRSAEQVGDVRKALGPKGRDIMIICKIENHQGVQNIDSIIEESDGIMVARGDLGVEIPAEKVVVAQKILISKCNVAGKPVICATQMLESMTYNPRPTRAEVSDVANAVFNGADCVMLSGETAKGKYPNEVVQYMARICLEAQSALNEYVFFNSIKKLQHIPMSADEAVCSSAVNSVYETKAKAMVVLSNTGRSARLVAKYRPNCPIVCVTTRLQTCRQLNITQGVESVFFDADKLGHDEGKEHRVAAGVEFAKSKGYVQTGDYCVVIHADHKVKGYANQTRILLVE
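Purified LmPK (0.1 nM) converted ADP (0.1 mM) to ATP with PEP (0.5 mM) in imidazole buffer pH 7.2 with KCl and MgCl2, 1 h at room temperature. ATP was read by Kinase-Glo luminescence; data normalized to uninhibited and no-enzyme controls.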
An asterisk follows results filed as active; ? = inconclusive; / = not tested or not shown; [ ] = another dose, or the depositor's remark. Unless noted, calls come from the whole dose curve; as a rule, active = well fitted curve in the direction sought with a large enough effect; inconclusive = small, poorly fitted or top-dose-only effect, or another doubt; inactive = no such curve, though single readings can be large; an effect the other way counts as inactive or inconclusive.

SMILES | Pf growth 96h | Tb PYK inh | Pf growth 48h | Shiga toxin inh | HCV inhibitor | CHX counter | LmPK inhibitor
Fc1ccccc1C(c1nnnn1C1CCCC1)N1CCN(Cc2ccccc2)CC1 (stereo unspecified) | 43.3%[activator] | 9.1% | ? | 4.0 | 17.1% | -3.5 | 6.9%
Cc1cccc(CN2C(=O)c3ccccc3Sc3ccc(C(=O)O)cc32)c1 | 1.6% | -0.8% | 11.7% | 23.2 | 18.4% | -3.9 | 9.9%
Cc1cccc(Oc2ccc(Cl)cc2N)c1 | 27.9% | -3.1% | 33.7%[activator] | 89.0* | -2.2% | 33.8* | 3.4%
CCOC(=O)C1C(=O)NC(c2ccccc2)=NC1c1cccc(Br)c1 (stereo unspecified) | 18.4% | -2.4% | ? | -25.9 | 4.4% | -3.6 | 4.0%
CCCC(=O)N1CC(=O)Nc2ccc(Br)cc2C1c1ccc(F)cc1 (stereo unspecified) | -21.8% | 4.2% | ? | -2.8 | 2.0% | -4.3 | 3.4%
Cc1ccc(S(=O)(=O)N2CCc3ccccc3C2CC(=O)O)cc1 (stereo unspecified) | 37.4%[activator] | 5.5% | 22.5% | 8.6 | 12.8% | -1.0 | -0.1%
N/C(=N\OC(=O)c1ccc(Cl)c(Cl)c1)c1cccc(CSc2ccccn2)c1 | 72.7%[activator] | 3.9% | 55.6%[activator] | 61.6* | 14.2% | 29.0* | 4.4%
N#C/C(=C\c1ccc(C(=O)O)cc1)c1nc2sc3c(c2c(=O)[nH]1)CCCC3 | 5.2% | 3.1% | -7.1% | -4.3 | 16.0% | -2.2 | -0.8%
N#CC(CC(=O)c1ccc(F)cc1)c1ccc2c(c1)OCO2 (stereo unspecified) | 5.6% | -9.1% | 17.3% | -14.2 | 2.6% | -4.5 | -8.4%
CCCCCCn1cc(C(=O)OCC)c(=O)c2cc(F)c(F)cc21 | -3.2% | 1.0% | -19.9% | -7.1 | -22.7% | -3.3 | 3.6%
COc1ccc(NC(=O)CCNS(=O)(=O)c2ccc(NC(C)=O)cc2)cc1Cl | -4.3% | 4.0% | ? | 8.5 | 0.4% | -2.4 | -4.0%
CC(C)COc1ccc(C(=O)N2C(=O)c3ccc(N)cc3C2=O)cc1 | 106.3%[activator] | 3.3% | 50.9%[activator] | -5.1 | ? | -1.2 | 3.0%
COc1ccc2[nH]c3c(c2c1)CCNC3 | 42.0%[activator] | -1.2% | 5.1% | / | -19.8% | / | /
Cn1nnnc1SCC(=O)N(C1CCCCC1)C1CCS(=O)(=O)C1 (stereo unspecified) | -16.4% | -4.3% | 24.8% | -6.7 | -7.2% | 5.4 | 2.3%
CC(C)n1c(NCc2ccc(Cl)cc2)nc2ccccc21 | 1.7% | -3.7% | -16.4% | 18.4 | -11.2% | -2.5 | -4.5%
O=C(O)/C=C/c1cccc(NS(=O)(=O)c2ccccc2)c1 | / | 1.2% | -5.1% | -8.5 | 35.7% | -0.6 | 0.1%
COc1ccccc1CNC(=O)COC(=O)c1ccc(C)s1 | 16.0% | 0.0% | 23.2% | / | 13.1% | / | /
CC1CCC(NC(=O)C(NS(=O)(=O)c2cccc3nsnc23)C(C)C)CC1 (stereo unspecified) | 6.6% | 7.7% | 5.3% | 1.7 | -3.0% | -0.9 | -1.5%
NC(=O)CC(NC(=O)c1ccccc1)c1ccc(N2CCC(Br)CC2)c([N+](=O)[O-])c1 (stereo unspecified) | 6.0% | 2.3% | 1.2% | 11.7 | ? | -3.9 | 5.5%
N#Cc1cnc(NN)nc1 | ? | -3.7% | 10.4µM* | 0.8 | 10.2% | -1.6 | -4.5%
COc1cc(C)ccc1OCCCCN1CC(C)OC(C)C1 (stereo unspecified) | -3.5% | -20.6% | / | -4.8 | 6.8% | -1.0 | -7.7%
CCN(C1CCCCC1)S(=O)(=O)c1c(C)n(C)c(=O)n(C)c1=O | 8.9% | 0.5% | 1.6% | / | 7.2% | / | /
C[C@]12CC[C@@H](O)C[C@@H]1CC[C@@H]1[C@@H]2CC[C@]2(C)[C@@H](O)CC[C@@H]12 | -8.9% | 1.2% | -0.3% | -5.2 | -1.4%[8.37 µM] | -3.4 | 13.6%
COc1ccc(CNCC(C)NCc2ccc(OC)c(OC)c2)cc1OC (stereo unspecified) | ? | 1.6% | -1.8% | 2.0 | -10.2% | -2.7 | -4.6%
CCN(CC)c1ccc(C(=O)n2cnc3ccccc32)cc1 | -19.5% | 4.0% | 48.0%[activator] | 68.4 | ? | 25.1* | 1.1%
Cc1cccc(-c2noc(CNC(=O)Nc3ccc(F)cc3)n2)c1 | -68.0% | -5.5% | -3.9% | 3.7 | ? | -1.3 | 0.5%
CCCn1c(N)c(N(CCOC)C(=O)c2cc(-c3ccco3)nc3ccccc23)c(=O)[nH]c1=O | -4.4% | -0.5% | 0.0% | -37.6 | 5.9% | 1.6 | -2.0%
Oc1cccc(/C=N/Nc2ccc(Cl)nn2)c1 | 10.6% | 0.1% | / | 68.1* | 16.3% | 41.6* | -5.1%
COc1ccc(C(OC(=O)c2ccco2)C(=O)NCc2ccco2)cc1 (stereo unspecified) | -25.9% | 1.8% | 14.4% | -3.9 | 5.6% | 17.4 | -0.3%
Cc1ccc(NC(=O)CN(CCc2ccccc2)S(C)(=O)=O)cc1 | 3.8% | -2.5% | -10.9% | -1.6 | 3.7% | 1.5 | 1.1%
O=S(=O)(NCc1nc(-c2ccccc2)no1)c1ccc(F)cc1 | -27.7% | 3.7% | 10.7% | 12.9 | -5.2% | -0.9 | -1.0%
COc1ccc(CN2C(=O)c3ccccc3C2C(=O)NCc2cccnc2)c(OC)c1 (stereo unspecified) | 0.0% | 3.4% | -5.6% | -2.9 | 29.1% | -1.4 | 0.9%
CCOC(=O)C1CCN(C(=O)C2CCCN(S(=O)(=O)c3ccc(OCC)c(Cl)c3)C2)CC1 (stereo unspecified) | -3.6% | -24.0% | -14.4% | / | -25.1% | / | /
NC(=O)NC(=O)C[n+]1cccc(/C=N/O)c1 | 10.4µM* | 2.4% | 0.0% | 3.5 | 8.8% | -5.5 | 12.6%
Cc1ccc2nc3c(nc2c1C)C(O)=C3O | 22.1% | 8.8% | 13.9% | -3.6 | 1.1% | -2.9 | 7.7%
Cc1nc2ccccc2c(N)c1C(=O)/C=C/c1ccccc1 | ? | 0.0% | 5.86µM* | -10.0 | 11.2µM* | -2.9 | 0.2%
Cc1cc(O)c2c(c1)C(O)(C1OC(CO)C(O)C(O)C1O)c1cccc(O)c1C2=O (stereo unspecified) | -8.4% | 1.4% | -4.4% | -23.8 | -18.6%[8.37 µM] | -3.8 | 2.6%
Cc1ccccc1C(=O)NNC(=S)NC(=O)c1cccs1 | ? | 1.9% | ? | 20.5 | ? | 21.4* | 7.1%
COc1ccc(CCNC(=O)C2CCN(S(=O)(=O)N3CCC4(CC3)OCCO4)CC2)cc1OC | -1.4% | -3.5% | ? | -14.5 | 16.7% | -2.2 | -2.3%
CCCC1O[C@@H]2C[C@H]3[C@@H]4CCC5=CC(=O)C=C[C@]5(C)[C@H]4[C@@H](O)C[C@]3(C)[C@]2(C(=O)CO)O1 (stereo partly specified) | 2.33µM* | 1.5% | 4.15µM* | -10.1 | 1.0%[8.37 µM] | -1.7 | 2.1%
Cc1ccccc1C(=O)NC(=S)NC1CCSC1=O (stereo unspecified) | -5.1% | -2.9% | 0.1% | -2.0 | 2.3% | -3.1 | -2.8%
S=C1NCN(Cc2ccco2)CN1CCc1ccccc1 | 8.28µM* | -0.8% | ? | 1.2 | 3.2% | -1.6 | 1.2%
COC(=O)C1=NNC2(c3ccc(Cl)cc3)C(=O)N(c3ccc(Cl)cc3)C(=O)C12 (stereo unspecified) | 0.0% | -10.1% | 4.2% | -12.4 | -6.1% | -2.7 | 0.7%
O=C(OCc1ccc(Cl)c(Cl)c1)c1cccnc1Cl | 9.5% | -2.3% | -3.1% | 25.5 | 1.7% | 23.2* | -0.5%
CCOC(=O)c1ccccc1NC(=O)CN(c1ccc(OCC)cc1)S(C)(=O)=O | 23.5% | / | 11.5% | -14.5 | / | -1.3 | -10.0%
CC1(c2ccc([N+](=O)[O-])cc2)Nc2ccccc2S1 (stereo unspecified) | 0.0% | -16.9% | -5.5%[0.00184 µM] | 65.0* | -5.7% | 33.3* | 2.3%
N#Cc1nc(Cc2ccccc2)oc1N1CCN(c2ccccc2)CC1 | -21.9% | -4.2% | -10.4% | 8.5 | 0.8% | 10.8 | 5.6%
CCOC(=O)c1ccc(COC(=O)c2nonc2N)cc1 | ? | -4.0% | 0.0% | 3.3 | 16.1% | 21.6* | -2.9%
CC(C)NC(C(=O)Nc1cc(Cl)cc(Cl)c1)c1ccccc1 (stereo unspecified) | / | 4.6% | ? | -3.0 | -14.4% | 0.4 | 2.3%
COc1ccccc1C(=O)Nc1nnc(CCc2ccccc2)s1 | ? | 1.9% | -8.7% | 16.0 | 0.6% | 8.1 | -4.3%
Cc1nc2cc(NC(=O)N3CCCC3)ccc2n1C | -14.8% | 1.4% | 122.6%[activator] | 10.9 | 14.0% | 2.9 | 1.0%
COc1ccc(C(=O)CN2C(=O)NC3(CCCc4ccccc43)C2=O)cc1 (stereo unspecified) | 10.4µM* | 10.1% | ? | / | -10.7% | / | /
CNCCCC1Sc2ccccc2Oc2ccccc21 (stereo unspecified) | 9.28µM* | -3.5% | ? | -7.7 | ? | -4.5 | 0.2%
O=C(Nc1ccc(Cl)cc1)N1CCN(C(=O)C2CCCO2)CC1 (stereo unspecified) | 72.4%[activator] | -5.2% | -10.1% | 2.7 | 2.7% | -1.4 | -0.2%
CCOc1ccc(-c2nc(C)c(C(C)=O)n2O)cc1 | / | ? | 27.0% | 16.4 | -3.9% | 6.4 | -28.2%
O=C(CCC(=O)NNc1nc2ccccc2c2nc(-c3ccccc3)nn12)NCCCN1CCOCC1 | ? | -2.1% | 37.2%[activator] | 34.9 | 23.0% | 7.3 | 1.5%
CCCCCCN=CC1=C(O)CC(C)(C)CC1=O | -4.6% | -1.9% | -2.1% | -1.5 | 13.4% | 1.6 | 0.9%
